IL1B secr inh: qHTS for Inhibitors of Inflammasome Signaling: IL-1-beta AlphaLISA Primary Screen. AID 743279, 2014. hit rate 4.7% among 360,000. activity change, % at 57.5 µM. THP-1 LPS/ATP IL-1B secretion, AlphaLISA, 16 h; hits give low values; in the data active means activity change below about -50%; inconclusive means mostly about -30% to -49%; further: on the % scale 0 is the no-effect control and ±100 the full control effect
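Secreted IL-1B measured by AlphaLISA bead assay after 16 h compound exposure of THP-1 cells; compounds (final up to 57.5 uM) added 1 h before LPS (250 ng/mL) and ATP (1.25 mM) stimulation; lower signal means less secretion.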
GLP-1R agonist: qHTS of GLP-1 Receptor Agonists | hit rate 0.007% among 380,000 | HEK293 GLP-1R CRE-luciferase, luminescence, 4-6 h; cells express a hypersensitive GLP-1R form | Glucagon-like peptide 1 receptor (Homo sapiens), P43220 | Potency, µM (top dose mostly 45.6 µM), for inactives: at the highest dose activation, usual class: activators | AID 624172, 2012; further: potency means the concentration at half of the fitted maximal effect; % of control where 0% means no effect
Target sequence (P43220 whole entry, looked up): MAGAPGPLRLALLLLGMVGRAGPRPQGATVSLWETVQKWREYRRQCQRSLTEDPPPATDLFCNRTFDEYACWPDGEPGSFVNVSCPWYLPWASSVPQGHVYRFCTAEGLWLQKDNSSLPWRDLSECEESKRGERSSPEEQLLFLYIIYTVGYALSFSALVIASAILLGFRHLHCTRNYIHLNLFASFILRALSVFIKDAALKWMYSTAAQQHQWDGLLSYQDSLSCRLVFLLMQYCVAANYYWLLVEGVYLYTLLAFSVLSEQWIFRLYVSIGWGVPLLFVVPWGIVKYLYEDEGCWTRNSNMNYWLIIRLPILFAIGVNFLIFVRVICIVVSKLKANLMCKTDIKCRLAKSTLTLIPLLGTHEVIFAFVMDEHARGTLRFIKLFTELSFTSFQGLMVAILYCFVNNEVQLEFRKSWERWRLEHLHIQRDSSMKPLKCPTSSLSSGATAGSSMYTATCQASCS
D3 antag: qHTS of D3 Dopamine Receptor Antagonist: qHTS. D(3) dopamine receptor (Homo sapiens), P35462. D3R cells, DiscoveRx beta-arrestin luminescence, antagonist mode; hits give low values. max response, negative = inhibition, %. hit rate 2.5% among 360,000. AID 652054, 2013; in the data active means max response below about -50%; inconclusive means no clear call, values can overlap the other calls; further: on the % scale 0 is the no-effect control and ±100 the full control effect; mostly tested at two doses, the higher about 12 µM
Target sequence (P35462 whole entry, looked up): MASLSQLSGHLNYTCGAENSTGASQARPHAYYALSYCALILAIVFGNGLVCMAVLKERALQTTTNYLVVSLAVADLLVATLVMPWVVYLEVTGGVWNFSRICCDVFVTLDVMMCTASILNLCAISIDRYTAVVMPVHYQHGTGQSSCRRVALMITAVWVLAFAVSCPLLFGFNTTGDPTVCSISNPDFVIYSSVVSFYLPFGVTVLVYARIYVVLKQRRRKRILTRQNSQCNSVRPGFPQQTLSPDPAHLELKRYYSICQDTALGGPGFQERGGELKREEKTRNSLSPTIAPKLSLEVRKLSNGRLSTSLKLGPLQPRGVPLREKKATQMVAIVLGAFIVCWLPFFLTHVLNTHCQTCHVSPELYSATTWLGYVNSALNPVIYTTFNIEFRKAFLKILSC
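Cells plated overnight at 1500 cells/well, then exposed to library compounds with dopamine controls for 90 minutes at 37 degrees C. DiscoveRx reagent added for 30–60 minutes at room temperature; luminescence read, quantitative HTS format.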
KB-V1 MDR tox: qHTS assay for MDR1-selective chemotherapeutics: Primary screen using the drug-selected MDR subline cells KB-V1. KB-V1 MDR cells viability, CellTiter-Glo, 72 h. Potency, µM (top dose mostly 46.1 µM), for inactives: at the top dose activity change, negative = cytotoxicity, most hits filed as cytotoxic. hit rate 3.4% among 400,000; further: potency means the concentration at half of the fitted maximal effect; on the % scale 0 is the no-effect control and ±100 the full control effect; nearly all actives have a fitted effect of over 60% in size
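Luminescent ATP read-out (CellTiter-Glo, 10 min) measures survival of drug-selected KB-V1 MDR cells after 72 h, 37 degrees C compound exposure. Medium: phenol-red-free DMEM, 10% FBS. Values from fitted concentration-response curves.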
HT1080 IDH1KD tx: qHTS for induction of synthetic lethality in tumor cells producing 2HG: qHTS for the HT-1080-IDH1KD cell line. HT-1080 IDH1 knockdown viability, ATP luminescence, 48 h. Potency, µM (highest dose often 46.1 µM), for the others: at the highest dose activity, negative = toxicity, usual class: cytotoxic. hit rate 2% among 360,000;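 further: potency means the concentration at half of the fitted maximal effect; 0% = DMSO wells and -100% = cell-free medium wells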
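In this qHTS, HT-1080 cells depleted of IDH1 are exposed for 48 h at 37 °C to compound titrations. Toxicity is scored from CellTiter-Glo luminescence, with DMSO as full viability and medium alone as none.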
SW480 rerep: A quantitative high throughput screen for small molecules that induce DNA re-replication in SW480 colon adenocarcinoma cells; SW480 DNA re-replication, Hoechst DNA content imaging, 48 h; Potency, µM (doses to about 46.1 µM), for inactives: top-dose re-replication activation, actives largely listed as activators; hit rate 1.8% among 340,000; AID 624297, 2012; further: potency means the concentration at half of the fitted maximal effect; % of control where 0% means no effect; nearly all actives have a fitted effect of over 55% in size
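Quantitative HTS format with DMSO vehicle controls; 48 hr drug incubation at 37 C, then 40 min Hoechst staining and scanning imager measurement at 405 nm excitation.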
KB-3-1 tox: qHTS assay for MDR1-selective chemotherapeutics: Primary screen using the parental adenocarcinoma cell KB-3-1 | AID 1347075, 2019 | Potency, µM (top dose mostly 46.1 µM), inactives show at the top dose activity change, negative = cytotoxic, most hits filed as cytotoxic | KB-3-1 viability, CellTiter-Glo ATP luminescence, 72 h | hit rate 1.4% among 400,000; further: potency means the concentration at half of the fitted maximal effect; on the % scale 0 is the no-effect control and ±100 the full control effect; nearly all actives have a fitted effect of over 60% in size
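KB-3-1 cells, DMEM (no phenol red) + 10% FBS; compound by pin transfer, 72 h, 37 °C. Readout: CellTiter-Glo luminescence after 10 min. Data normalized, curve-fitted.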
HT1080-NT tox: qHTS for induction of synthetic lethality in tumor cells producing 2HG: qHTS for the HT-1080-NT fibrosarcoma cell line | HT-1080-NT fibrosarcoma viability, CellTiter-Glo ATP luminescence, 48 h | Potency, µM (top dose mostly 46.1 µM), for the others: at the highest dose activity, negative = less viability, most hits filed as cytotoxic | hit rate 1.6% among 360,000 | AID 686970, 2013;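 further: NT is the 2HG producing partner of a matched IDH1 knockdown line; potency means the concentration at half of the fitted maximal effect; 0% = DMSO-treated cells and -100% = media-only wells without cells; nearly all actives have a fitted effect of over 55% in size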
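Fibrosarcoma NT cells, 750 per well in 5% FBS RPMI, were exposed to compound for 48 hours. Viability: CellTiter-Glo luminescence.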
DRD3 agonist: qHTS of D3 Dopamine Receptor Agonist: qHTS | D(3) dopamine receptor (Homo sapiens), P35462 | D3R DiscoveRx beta-arrestin cells, luminescence, 90 min | max activation, % | hit rate 0.58% among 410,000 | AID 652048, 2013; in the data active means max activation above about 30%; further: 0% is about no effect; mostly tested at two doses, the higher about 12 µM
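Cells at 1500/well, incubated overnight, then treated with pinned compounds (dopamine as control) for 90 min at 37 degrees C. DiscoveRx reagent added for 30 - 60 minutes at room temperature; luminescence read.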
* hit, by the source's call; u = inconclusive; x = not tested or not shown; & = joins results of further samples; [ ] = remark or other dose. Unless noted, the call rests on the fitted dose curve; in most records, active means well fitted curve in the direction sought with a large enough effect; inconclusive means small, poorly fitted or top-dose-only effect, or another doubt; inactive means no such curve, though single readings can be large; an effect the other way counts as inactive or inconclusive.

Below each compound: IL1B secr inh	GLP-1R agonist	D3 antag	KB-V1 MDR tox	HT1080 IDH1KD tx	SW480 rerep	KB-3-1 tox	HT1080-NT tox	DRD3 agonist
CCOc1ncnc2c1sc1nc3c(cc12)COC(C)(C)C3
    -9	0%	-26	4%	13%	-8%	-9%	27%	-19
O=C(NC1(C(=O)NC2CCCCC2)CCCCC1)c1ccc2c(c1)OCO2
    -7	-2%	6	-14%	6%	0%	-1%	7%	-3
COC(=O)c1[nH]c2ccccc2c1NC(=O)/C=C/c1ccc2c(c1)OCO2
    19	13%	11	3%	-17%	-2%	-9%	-13%	1
CCCCCCSc1cccc(-c2nc3ccc(Cl)cn3c2NCc2ccccc2)c1
    -6&-1	-2%&-3%	33&64	u	7%&-17%	-3%	-1%&-20%	-4%&-5%	14&4
COc1ccccc1CNCC(O)Cn1c2ccccc2c2ccccc21 (configuration not stated)
    -61*	6%	17	u	u	u	u	u	1
O=C(Cn1cc2c(n1)CCCC2)NCC1CCCO1 (configuration not stated)
    29	2%	-24	14%	1%	-3%	17%	5%	3
O=C(COC(=O)c1ccco1)c1ccc(F)cc1
    13	2%	-5	17%	14%	-21%	10%	12%	1
CC(C)(C)n1nnnc1C1c2ccccc2C(=O)N1CCc1c[nH]c2ccccc12 (configuration not stated)
    35	1%	-6	-22%	1%	x	11%	-2%	-4
CCOC(=O)c1cc(NC(=O)c2ccc(F)cc2)c(=O)n2c1oc1ccc(Cl)cc12
    x	-8%	x	-4%	x	x	-12%	x	1
CCOC(=O)c1c(Nc2ccccc2)sc(/C=C2\C=Nc3ccccc32)c1O
    10	20%	-19	1%	u	-5%	-8%	u	-3
CC(C)(C)c1nnc2sc(SCC(=O)N3CCc4ccccc43)nn2c1=O
    -2	-1%	-3	-15%	14%	-9%	4%	16%	-3
O=C1CC(c2ccc(S(=O)(=O)Nc3cc(C(F)(F)F)cc(C(F)(F)F)c3)cc2)CN1 (configuration not stated)
    19	14%	-21	8%	-11%	2%	-4%	u	-25
Cc1nc2ccc(NC(=O)c3nn(CC(C)C)c(=O)c4ccccc34)cc2s1
    -85*	6%	19	u	-14%	-3%	u	0%	18
Cc1nc(Cl)c(C(=O)NC(=O)Nc2cccc(C(F)(F)F)c2)c(C)c1[N+](=O)[O-]
    -23	0%	12	u	-22%	u	10µM*	-20%	1
O=C(Nc1ccc(C2CCCCC2)cc1)C1CCN(c2ncccn2)CC1
    17	-4%	23	12%	4%	-3%	8%	1%	5
CCCCCCCCn1c2c(c(=N)c3ccccc31)CCC2
    -96*	4%	-1	0%	9.2µM*	3%	3.3µM*	23µM*	0
O=C(CSc1ccc2nnc(-c3ccccn3)n2n1)Nc1ccc(F)cc1
    -17	-1%	6	-4%	15%	-24%	-1%	10%	-5
CN(Cc1ccccc1)Cc1c(F)cccc1F
    27	-2%	-18	2%	-6%	0%	-2%	21%	-3
N#Cc1c(NC(=O)c2nc3ncccn3n2)sc2c1CCCCC2
    7	-11%	0	-18%	-15%[9.24 µM]	-7%	14%	1%	5
COCCN1C(=O)c2oc3cc(C)c(C)cc3c(=O)c2C1c1ccc(O)cc1 (configuration not stated)
    5	-11%	9	-1%	-3%	-3%	u	-4%	0
Cc1ccccc1-n1nnnc1SCc1ncc(-c2ccccc2)o1
    13	10%	-3	-28%	-2%	-1%	-6%	1%	1
O=C(COc1ccccc1Cl)Nc1cc(NC(=O)COc2ccccc2Cl)cc(C(=O)O)c1
    20	2%	23	u	-4%	-3%	-1%	-18%	-2
O=S(=O)(c1cccc(COc2c(Cl)cccc2Cl)c1)N1CCOCC1
    -9	-4%	-6	u	-2%	u	35%	-4%	-14
CCn1c(=O)n(CC(=O)N(C)Cc2ccccc2)c(=O)c2ccccc21
    8	0%	-20	-15%	-2%	-13%	-3%	-6%	5
COc1ccc(-c2nc(NC(=O)c3ccc(OCC(=O)N4CCOCC4)c(OC)c3)sc2C)cc1
    -1	3%	74	-7%	-14%	-3%	u	-6%	6
O=C(CSc1nc2ccccc2[nH]1)Nc1nc(-c2cccc(Br)c2)cs1
    14	0%	-3	u	12%	-10%	-3%	10%	-2
COC(=O)c1cc2sc(Cl)cc2n1CC(=O)N1CCCc2ccccc21
    u	1%	9	-7%	0%	2%	5%	6%	2
Cc1ccc2c(c1)NC(=O)C(CC(=O)O)O2 (configuration not stated)
    -21	-2%	16	0%	4%	-17%	4%	6%	6
CC(C)(C)NC(=O)C(c1ccncc1)N(C(=O)c1csnn1)c1cccc2ccccc12 (configuration not stated)
    -1	-1%	-2	-17%	-5%	-4%	14%	1%	-13
COc1ccc(-c2nc(C)sc2CC(=O)O)cc1OC
    13	5%	19	2%	-5%	-25%	0%	-1%	0
COc1ccc(CNS(=O)(=O)NCc2ccccc2)cc1
    -9	4%	-7	-1%	3%	6%	1%	1%	-3
Cc1ccc(S(=O)(=O)CCC(=O)OCC(=O)c2c(C)[nH]c3ccccc23)cc1
    22	-6%	11	3%	3%	6%	0%	-1%	0
CCOC(=O)C1CCN(C(=O)CCNS(=O)(=O)c2ccc3c(c2)CCN3C(=O)CC)CC1
    39	6%	28	-5%	16%	-27%	-11%	13%	-3
CSCCC(NC(=O)C1CCC(C)CC1)C(=O)Nc1ccc(NC(C)=O)cc1 (configuration not stated)
    -7	5%	25	17%	13%	-7%	7%	11%	22
Cc1cc(NS(=O)(=O)c2ccc(NC(=O)COc3ccccc3Cl)cc2)no1
    13	0%	u	10%	9%	-2%	5%	6%	-12
CCCCCC(=O)Nc1cc(S(=O)(=O)N2CCCCC2)ccc1N1CCCCC1
    -19	23%	4	-6%	-27%	-61%[inhibitor]	-17%	-16%	3
CN(c1ccc(C(=O)N2CCN(Cc3ccc4c(c3)OCO4)CC2)cc1)S(C)(=O)=O
    0	10%	-22	-9%	0%	-56%[inhibitor]	-11%	-6%	3
O=C(C1=C(O)C(=O)N(CCN2CCOCC2)C1c1ccc([N+](=O)[O-])cc1)c1cc2ccccc2o1 (configuration not stated)
    6	-6%	7	-17%	1%	-8%	1%	-3%	2
CCn1cc(Br)c(C(=O)Nc2nccs2)n1
    14	4%	u	4%	-4%	-3%	0%	0%	-13
COc1c(F)c(F)c(C(=O)O)c(Nc2ccc(C)cc2)c1F
    -10	-8%	11	-2%	-4%	-5%	8%	13%	1
Cc1cc(C)nc(NCc2ccc(Cl)cc2)n1
    -7	14%	-15	-8%	-1%	-10%[9.22 µM]	-2%	-16%	-6
Cc1ccccc1N=Cc1cc2c(cc1[N+](=O)[O-])OCO2
    8	-9%	4	2%	5%	-3%	0%	6%	7
O=C1/C(=C\c2ccccn2)SC(=S)N1c1ccc(S(=O)(=O)Nc2nccs2)cc1
    21	-3%	u	24%	4%	u	9%	-2%	-4
Cc1cccc(N2C(=O)c3cccc(Oc4ccc(Cl)cc4)c3C2=O)c1
    36	17%	6	-15%	3%	2%	-4%	-14%	2
CCC(=O)N1CCC1(C)C(=O)Nc1cc(-c2ccccc2)nn1C (configuration not stated)
    -7	-4%	5	5%	19%	x	0%	u	1
CCCCC1=CC2=C(c3ccco3)C(=O)C(C)(OC(=O)c3ccc(OC)cc3)C(=O)C2=CN1CCc1ccccn1 (configuration not stated)
    -7	-5%	-18	u	4%	0%	3%	24%	-1
Cc1cc(Cl)cc(Br)c1OCCCCn1cncn1
    -6	14%	-4	-25%	-6%	3%	u	-8%	3
CCc1ccc(C(C(=O)NC2CCCCC2)N(C(=O)c2csnn2)C2CC2)cc1 (configuration not stated)
    1	9%	-11	-1%	-16%	11%	-9%	-17%	2
CSc1nncn1/N=C/c1cc(Cl)ccc1F
    3	0%	11	-24%	9%	2%	11%	3%	1
CCN1C(=O)[C@@H]2[C@@H](c3ccc(-c4ccc(C(C)=O)cc4)c(OC)c3)N3CCC[C@@]3(C(=O)OC)[C@@H]2C1=O
    -14	-7%	0	5%	0%	-5%	-7%	0%	-3
O=C(c1ccc(-c2ccccc2)cc1)N1CCCC1
    1	-1%	26	u	7%	-3%	-5%	24%	-4

Complete entries, looked up by structure.
CCc1ccc(C(C(=O)NC2CCCCC2)N(C(=O)c2csnn2)C2CC2)cc1 (configuration not stated) is listed with IL1B secr inh = 1; GLP-1R agonist = 9%; D3 antag = -11; KB-V1 MDR tox = -1%; HT1080 IDH1KD tx = -16%; SW480 rerep = 11%; KB-3-1 tox = -9%; HT1080-NT tox = -17%; DRD3 agonist = 2
O=C1/C(=C\c2ccccn2)SC(=S)N1c1ccc(S(=O)(=O)Nc2nccs2)cc1 is listed with IL1B secr inh = 21; GLP-1R agonist = -3%; D3 antag = u; KB-V1 MDR tox = 24%; HT1080 IDH1KD tx = 4%; SW480 rerep = u; KB-3-1 tox = 9%; HT1080-NT tox = -2%; DRD3 agonist = -4
